Source: PubChem BioAssay (Broad Institute)
T cruzi HTS: intracellular Trypanosoma cruzi inhibition; intracellular Trypanosoma cruzi in host cells, plate reader; activity score (inhibition), % at 5.01 µM; hit rate 4.9% among 22,000; AID 651903; in the data active means activity score above about 55%;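 further: parasites and compound incubated about four days before reading; 0% = median of neutral control wells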
INS-1E ATP HTS: rescue of cytokine-induced death in INS-1E beta cells; INS-1E cytokine-induced death, ATP luminescence, 48 h; normalised: neutral wells 0, positive control 100; protection from cytokine-induced ATP loss, % at 10 µM; hit rate 0.1% among 20,000;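 active means mean replicate protection from cytokine-induced ATP loss at least 50% and at least 75% of replicates each reaching 50%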
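Test system: INS-1E rat cells | Quantity: 8000 cells per well | Medium: Phenol-red-free RPMI with 5% fetal bovine serum | Reagent: Cytokine cocktail of IFN-γ, TNF-α and IL-1β | Doses: One compound concentration, pin transfer | Timing: 48 h co-treatment, 10 min post-lysis read | Technique: Luminescent ATP assay (CellTiter-Glo)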
Active calls of the source: *.

Results for C[C@H]1CN([C@@H](C)CO)C(=O)Cc2cc(NC(=O)CCCCCC(=O)Nc3ccccc3N)ccc2O[C@@H]1CN(C)C(=O)NC1CCCCC1 ?
T cruzi HTS: -50; INS-1E ATP HTS: -7

How did COc1ccc(CN(C)C[C@@H]2Oc3ccc(NS(=O)(=O)c4ccc(Cl)cc4)cc3C(=O)N([C@H](C)CO)C[C@@H]2C)cc1 do in these assays?
T cruzi HTS: 9; INS-1E ATP HTS: -8

What do the screens show for `COc1cccc(-c2cnc3c(c2)C(=O)N([C@H](C)CO)C[C@H](C)[C@H](CN(C)S(=O)(=O)c2cccs2)O3)c1`?
T cruzi HTS: 28; INS-1E ATP HTS: -5

What do the screens show for `C[C@@H]1CN([C@@H](C)CO)C(=O)CCCn2nncc2CO[C@H]1CN(C)S(=O)(=O)c1cn(C)cn1`?
T cruzi HTS: 6

Results for O=C(NO)c1cccc(C(=O)N/N=C/c2ccccc2C(=O)O)c1 ?
T cruzi HTS: -5; INS-1E ATP HTS: -11

Results for CC(C)NC(=O)N(C)C[C@@H]1Oc2ccc(NC(=O)C3CCCCC3)cc2CC(=O)N([C@@H](C)CO)C[C@@H]1C ?
T cruzi HTS: -3; INS-1E ATP HTS: 5

Results for COc1cccc(S(=O)(=O)N(C)C[C@H]2OCc3cnnn3CCCC(=O)N([C@@H](C)CO)C[C@@H]2C)c1 ?
T cruzi HTS: -2

How did C[C@H]1CN([C@@H](C)CO)C(=O)c2cc(N(C)C)ccc2O[C@H]1CN(C)C(=O)Nc1ccccc1 do in these assays?
T cruzi HTS: -5

What do the screens show for `C[C@@H]1CN([C@@H](C)CO)C(=O)Cc2cc(N(C)C)ccc2O[C@@H]1CN(C)C(=O)Nc1ccc(C(F)(F)F)cc1`?
T cruzi HTS: -8; INS-1E ATP HTS: 1

Results for Cc1noc(C)c1NC(=O)N(C)C[C@H]1Oc2ccc(NC(=O)NC(C)C)cc2CC(=O)N([C@@H](C)CO)C[C@H]1C ?
T cruzi HTS: -5; INS-1E ATP HTS: 4

How did C[C@H](CO)N1C[C@H](C)[C@@H](CN(C)Cc2ccncc2)Oc2ccc(N(C)C)cc2C1=O do in these assays?
T cruzi HTS: -3; INS-1E ATP HTS: 10

What do the screens show for `C[C@@H]1CN([C@H](C)CO)C(=O)c2cccc(NS(=O)(=O)c3cn(C)cn3)c2O[C@H]1CN(C)S(=O)(=O)c1ccc(Cl)cc1`?
T cruzi HTS: -18; INS-1E ATP HTS: 17

How did COc1ccc(CN(C)C[C@H]2Oc3ccc(NS(=O)(=O)c4ccc(F)cc4)cc3CC(=O)N([C@H](C)CO)C[C@H]2C)cc1 do in these assays?
T cruzi HTS: 52; INS-1E ATP HTS: 1

What do the screens show for `C[C@H]1CN([C@@H](C)CO)C(=O)Cc2cc(NC(=O)C3CC3)ccc2O[C@H]1CN(C)C(=O)Nc1ccc(F)cc1`?
T cruzi HTS: -17; INS-1E ATP HTS: 3

What do the screens show for `CC(C)NC(=O)N(C)C[C@@H]1Oc2ccc(NS(=O)(=O)c3cccs3)cc2CC(=O)N([C@H](C)CO)C[C@@H]1C`?
T cruzi HTS: -7; INS-1E ATP HTS: 0

How did COc1ccc(S(=O)(=O)Nc2ccc3c(c2)CC(=O)N([C@@H](C)CO)C[C@@H](C)[C@@H](CN(C)Cc2ccc(C(=O)Nc4ccccc4N)cc2)O3)cc1 do in these assays?
T cruzi HTS: 54; INS-1E ATP HTS: -7

Results for C[C@@H]1CN([C@H](C)CO)C(=O)Cc2cc(NC(=O)Nc3ccc4c(c3)OCO4)ccc2O[C@@H]1CN(C)S(=O)(=O)c1ccc(F)cc1 ?
T cruzi HTS: -27; INS-1E ATP HTS: 6

Results for C[C@@H]1CCCCO[C@H](CN(C)S(C)(=O)=O)[C@@H](C)CN([C@H](C)CO)C(=O)c2cc(NS(=O)(=O)c3ccccc3)ccc2O1 ?
T cruzi HTS: -9; INS-1E ATP HTS: -2

What do the screens show for `C[C@@H]1CN([C@H](C)CO)C(=O)c2cccc(NS(C)(=O)=O)c2O[C@@H]1CN(C)C(=O)Nc1ccc(F)cc1`?
T cruzi HTS: -19; INS-1E ATP HTS: 6

What do the screens show for `C[C@@H]1CCCCO[C@H](CN(C)C(=O)NC2CCCCC2)[C@@H](C)CN([C@H](C)CO)C(=O)c2cc(NC(=O)c3ccncc3)ccc2O1`?
T cruzi HTS: -9; INS-1E ATP HTS: 18

Results for CC(C)NC(=O)Nc1ccc2c(c1)CC(=O)N([C@H](C)CO)C[C@@H](C)[C@H](CN(C)C(=O)Nc1ccc(F)cc1)O2 ?
T cruzi HTS: -23; INS-1E ATP HTS: 12

How did C[C@H](CO)N1C[C@H](C)[C@@H](CN(C)Cc2ccc(Oc3ccccc3)cc2)OCc2cn(nn2)CCCC1=O do in these assays?
T cruzi HTS: -26

What do the screens show for `C[C@H]1CN([C@@H](C)CO)C(=O)c2cc(NC(=O)C3CCCCC3)ccc2O[C@H]1CN(C)C(=O)NC1CCCCC1`?
T cruzi HTS: 5; INS-1E ATP HTS: 1

How did COc1ccc(NC(=O)Nc2ccc3c(c2)C(=O)N([C@@H](C)CO)C[C@@H](C)[C@@H](CN(C)Cc2ccc(C(=O)Nc4ccccc4N)cc2)O3)cc1 do in these assays?
T cruzi HTS: 16; INS-1E ATP HTS: 4

How did C[C@@H]1CN([C@@H](C)CO)C(=O)c2cccc(NC(=O)CCCCCC(=O)Nc3ccccc3N)c2O[C@@H]1CN(C)S(=O)(=O)c1ccc(F)cc1 do in these assays?
T cruzi HTS: 36; INS-1E ATP HTS: 0

What do the screens show for `C[C@H](CO)N1C[C@H](C)[C@H](CN(C)S(=O)(=O)c2cccs2)Oc2ccc(NS(=O)(=O)c3ccc(F)cc3)cc2CC1=O`?
T cruzi HTS: -23; INS-1E ATP HTS: 7

Results for C[C@@H]1CCCCO[C@@H](CN(C)C(=O)Nc2ccc(C(F)(F)F)cc2)[C@@H](C)CN([C@H](C)CO)C(=O)c2cc(NC(=O)Cc3ccccc3)ccc2O1 ?
T cruzi HTS: 59*; INS-1E ATP HTS: -5

Results for COc1ccc(S(=O)(=O)N(C)C[C@H]2Oc3ccc(NS(C)(=O)=O)cc3CC(=O)N([C@@H](C)CO)C[C@H]2C)cc1 ?
T cruzi HTS: 4; INS-1E ATP HTS: -5

Results for C[C@H](CO)N1C[C@H](C)[C@H](CN(C)Cc2ccc(C(F)(F)F)cc2)Oc2ccc(NC(=O)Nc3cccc4ccccc34)cc2C1=O ?
T cruzi HTS: 49

What do the screens show for `CC(C)NC(=O)N(C)C[C@H]1OCc2cnnn2CCCC(=O)N([C@@H](C)CO)C[C@H]1C`?
T cruzi HTS: -33

Overlap with the part before: 2 entries, followed by the next part.
Results for C[C@H](CO)N1C[C@H](C)[C@H](CN(C)Cc2ccc(C(F)(F)F)cc2)Oc2ccc(NC(=O)Nc3cccc4ccccc34)cc2C1=O ?
T cruzi HTS: 49

What do the screens show for `CC(C)NC(=O)N(C)C[C@H]1OCc2cnnn2CCCC(=O)N([C@@H](C)CO)C[C@H]1C`?
T cruzi HTS: -33

What do the screens show for `O=C(CCCCCCC(=O)Nc1ccccc1O)N/N=C/c1cc(Cl)cc(Cl)c1O`?
T cruzi HTS: 27; INS-1E ATP HTS: 2

What do the screens show for `C[C@H](CO)N1C[C@H](C)[C@@H](CN(C)Cc2ccc(C(F)(F)F)cc2)OCc2cnnn2CCCC1=O`?
T cruzi HTS: 61*

Results for C[C@@H]1CN([C@H](C)CO)C(=O)c2cccc(NC(=O)C3CCOCC3)c2O[C@@H]1CN(C)C ?
T cruzi HTS: -30; INS-1E ATP HTS: 11

What do the screens show for `C[C@@H]1CCCCO[C@@H](CN(C)C(=O)Nc2ccccc2)[C@@H](C)CN([C@H](C)CO)C(=O)c2cc(NS(=O)(=O)c3cn(C)cn3)ccc2O1`?
T cruzi HTS: -49; INS-1E ATP HTS: 6

How did C[C@@H]1CN([C@H](C)CO)C(=O)c2cccc(NC(=O)C3CCCCC3)c2O[C@H]1CN(C)Cc1ccccc1 do in these assays?
T cruzi HTS: 33; INS-1E ATP HTS: 2

Results for CNC[C@H]1Oc2ccc(NS(=O)(=O)c3ccccc3)cc2CC(=O)N([C@@H](C)CO)C[C@@H]1C ?
T cruzi HTS: -30; INS-1E ATP HTS: 10

How did C[C@H]1CN([C@@H](C)CO)C(=O)Cc2cc(N(C)C)ccc2O[C@@H]1CN(C)C do in these assays?
T cruzi HTS: -16; INS-1E ATP HTS: 0

What do the screens show for `C[C@H](CO)N1C[C@H](C)[C@H](CN(C)C(=O)NC2CCCCC2)Oc2ncc(-c3ccccc3)cc2C1=O`?
T cruzi HTS: -17

Results for Cc1cc(C(=O)Nc2cccc3c2O[C@H](CN(C)S(=O)(=O)c2ccc(F)cc2)[C@H](C)CN([C@@H](C)CO)C3=O)n(C)n1 ?
T cruzi HTS: 10; INS-1E ATP HTS: 9

What do the screens show for `C[C@@H]1CN([C@@H](C)CO)C(=O)c2cccc(NS(=O)(=O)c3ccccc3)c2O[C@H]1CN(C)C(=O)Nc1ccc(C(F)(F)F)cc1`?
T cruzi HTS: 12; INS-1E ATP HTS: 9

What do the screens show for `COc1ccc(NC(=O)N(C)C[C@H]2Oc3ccc(NC(=O)NC4CCCCC4)cc3CC(=O)N([C@H](C)CO)C[C@H]2C)cc1`?
T cruzi HTS: -8; INS-1E ATP HTS: 7

How did C[C@H](CO)N1C[C@H](C)[C@@H](CN(C)C(=O)Nc2ccc(F)cc2)Oc2c(NC(=O)c3nc4ccccc4s3)cccc2C1=O do in these assays?
T cruzi HTS: -6; INS-1E ATP HTS: -2

What do the screens show for `C[C@@H]1CN([C@H](C)CO)C(=O)Cc2cc(NC(=O)Nc3cccc4ccccc34)ccc2O[C@@H]1CN(C)Cc1ccc(Oc2ccccc2)cc1`?
T cruzi HTS: 69*; INS-1E ATP HTS: -16

Results for C[C@H]1CN([C@@H](C)CO)C(=O)c2cccc(NC(=O)Nc3ccc(F)cc3)c2O[C@H]1CN(C)C(=O)NC1CCCCC1 ?
T cruzi HTS: 10; INS-1E ATP HTS: -2

Results for COc1ccc(S(=O)(=O)N(C)C[C@H]2Oc3c(NC(=O)c4nc5ccccc5s4)cccc3C(=O)N([C@@H](C)CO)C[C@@H]2C)cc1 ?
T cruzi HTS: 63*; INS-1E ATP HTS: -11

Results for COc1ccc(S(=O)(=O)Nc2ccc3c(c2)CC(=O)N([C@@H](C)CO)C[C@@H](C)[C@@H](CN(C)Cc2ccc(-c4ccccc4)cc2)O3)cc1 ?
T cruzi HTS: 64*; INS-1E ATP HTS: -32

What do the screens show for `Cc1noc(C)c1NC(=O)N(C)C[C@H]1Oc2c(NC(=O)c3nc4ccccc4s3)cccc2C(=O)N([C@H](C)CO)C[C@H]1C`?
T cruzi HTS: -1; INS-1E ATP HTS: -6

Results for C[C@@H]1CN([C@H](C)CO)C(=O)c2cccc(NC(=O)C3CC3)c2O[C@H]1CN(C)C(=O)Nc1ccc(F)cc1 ?
T cruzi HTS: 34; INS-1E ATP HTS: 14

How did Cc1ccc(S(=O)(=O)Nc2ccc3c(c2)CC(=O)N([C@H](C)CO)C[C@@H](C)[C@@H](CN(C)C(=O)Nc2cccc4ccccc24)O3)cc1 do in these assays?
T cruzi HTS: -13; INS-1E ATP HTS: -3

How did COc1ccc(S(=O)(=O)Nc2ccc3c(c2)C(=O)N([C@@H](C)CO)C[C@H](C)[C@@H](CN(C)Cc2ccc(-c4ccccc4)cc2)O3)cc1 do in these assays?
T cruzi HTS: 0; INS-1E ATP HTS: -14

5 compounds picked at random from those above:
Results for COc1ccc(S(=O)(=O)N(C)C[C@H]2Oc3c(NC(=O)c4nc5ccccc5s4)cccc3C(=O)N([C@@H](C)CO)C[C@@H]2C)cc1 ?
T cruzi HTS: 63*; INS-1E ATP HTS: -11

What do the screens show for `COc1ccc(NC(=O)N(C)C[C@H]2Oc3ccc(NC(=O)NC4CCCCC4)cc3CC(=O)N([C@H](C)CO)C[C@H]2C)cc1`?
T cruzi HTS: -8; INS-1E ATP HTS: 7

Results for C[C@@H]1CN([C@H](C)CO)C(=O)c2cccc(NC(=O)C3CC3)c2O[C@H]1CN(C)C(=O)Nc1ccc(F)cc1 ?
T cruzi HTS: 34; INS-1E ATP HTS: 14

How did C[C@H](CO)N1C[C@H](C)[C@@H](CN(C)C(=O)Nc2ccc(F)cc2)Oc2c(NC(=O)c3nc4ccccc4s3)cccc2C1=O do in these assays?
T cruzi HTS: -6; INS-1E ATP HTS: -2

What do the screens show for `Cc1noc(C)c1NC(=O)N(C)C[C@H]1Oc2c(NC(=O)c3nc4ccccc4s3)cccc2C(=O)N([C@H](C)CO)C[C@H]1C`?
T cruzi HTS: -1; INS-1E ATP HTS: -6

More structures follow.
How did C[C@H](CO)N1C[C@H](C)[C@@H](CN(C)C(=O)Nc2ccc3c(c2)OCO3)OCc2cnnn2CCCC1=O do in these assays?
T cruzi HTS: -13

How did C[C@@H]1CN([C@H](C)CO)C(=O)CCCn2cc(nn2)CO[C@H]1CN(C)Cc1ccc(C(=O)O)cc1 do in these assays?
T cruzi HTS: -27

What do the screens show for `C[C@@H]1CN([C@H](C)CO)C(=O)Cc2cc(NC(=O)CCCCCC(=O)Nc3ccccc3N)ccc2O[C@H]1CN(C)S(C)(=O)=O`?
T cruzi HTS: -54; INS-1E ATP HTS: -2

What do the screens show for `C[C@@H]1CN([C@@H](C)CO)C(=O)Cc2cc(NC(=O)Cc3cn(C)c4ccccc34)ccc2O[C@@H]1CN(C)Cc1ccc(C(=O)O)cc1`?
T cruzi HTS: -20; INS-1E ATP HTS: 10

What do the screens show for `COc1ccc(S(=O)(=O)N(C)C[C@@H]2Oc3c(NS(=O)(=O)c4ccc(F)cc4)cccc3C(=O)N([C@@H](C)CO)C[C@H]2C)cc1`?
T cruzi HTS: 3; INS-1E ATP HTS: -4
